CHO parental Ca = signal in parental CHO cells, OX1R antagonist counter-screen; parental CHO-K1, ATP-induced calcium, Fluo-8 fluorescence; inhibition, % at 5.6 µM; 330,000 tested, 0.63% active;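 active = inhibition above that plate's mean sample inhibition plus 3 SD, cut at about 26% in these data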;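 note: 0% = ATP-challenged DMSO wells and 100% = DMSO wells without ATP; some compounds past the cut are filed as inactive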
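Assay system – parental CHO cells · Reagent – ATP stimulus · Detection – intracellular calcium via Fluo-8 no-wash fluorescent dye · Evaluation – percent inhibition of ATP-evoked calcium rise, normalized to controls · Controls – ATP wells versus no-ATP DMSO wells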
M1 antag = antagonists of human M1 muscarinic receptor; P11229; CHO-K1 hM1, Fluo-8 calcium fluorescence, ACh EC80 antagonist; AID 588852; 360,000 tested, 1.3% active; inhibition, % at 3 µM;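 active = percent inhibition above its own plate's cutoff, namely the mean of that plate's compound wells plus 3 SD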;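 note: peak over basal fluorescence ratio during 140 s after agonist addition; 0% = ACh EC80 plus DMSO and 100% = DMSO alone without agonist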
CHO-K1 Ca ag = M1 agonist counterscreen hit in parental CHO-K1 cells; Fluo-8 calcium fluorescence; scaled to maximal ATP response, vehicle zero; activation, % at 3 µM; 360,000 tested, 0.48% active; AID 602248; in the data active = activation above about 15%;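 note: untransfected CHO-K1 host cells lacking M1 receptor as counterscreen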
TAAR1 antagonist = human TAAR1 antagonism; 360,000 tested, 1.5% active; CHO RD-HGA16 TAAR1, Fluo-8 calcium fluorescence, antagonist; AID 624466; inhibition, % at 3 µM;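 active = inhibition above a per-plate cutoff, the mean inhibition of test compounds on that plate plus 3 SD, cut at about 49% in these data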;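 note: 0% = DMSO plus EC80 beta-PEA response and 100% = DMSO alone without agonist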
Target sequence (Q96RJ0 whole entry, looked up): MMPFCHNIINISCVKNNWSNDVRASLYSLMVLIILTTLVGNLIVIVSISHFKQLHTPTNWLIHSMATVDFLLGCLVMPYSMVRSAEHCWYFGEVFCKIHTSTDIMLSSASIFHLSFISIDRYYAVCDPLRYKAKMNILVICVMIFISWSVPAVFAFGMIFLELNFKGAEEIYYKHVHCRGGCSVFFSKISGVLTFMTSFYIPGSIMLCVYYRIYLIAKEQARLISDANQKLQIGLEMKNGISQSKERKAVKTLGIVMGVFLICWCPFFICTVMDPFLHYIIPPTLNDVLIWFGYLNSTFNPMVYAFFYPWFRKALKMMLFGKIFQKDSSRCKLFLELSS
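Test system – hTAAR1-expressing CHO RD-HGA16 cells, Gα16-coupled · Reagent – β-PEA at EC80 concentration, post-compound challenge · Compound dosing – 3 µM, single point · Timing – 140 s kinetic read after compound, 140 s after agonist · Detection – Fluo-8 intracellular calcium dye fluorescence, real-time kinetic reads · Control set – DMSO and EC80 PEA controls · Repeats – n of 1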
OXTR potentiate = human OXTR potentiation; AID 2445; activation, % at 3 µM; CHO-OTR cells, Fluo-8 calcium fluorescence, potentiator mode; 0% = oxytocin EC15, 100% = EC100; 320,000 tested, 0.061% active; P30559;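 active = activation above that plate's cutoff, the mean activation of tested compounds plus 3 SD, cut at about 6.6% in these data, passing the limit was not always enough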;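 note: 100% uses oxytocin at 75 nM as the full agonist control; some results filed as inactive read as strong as hits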
Target sequence (P30559 whole entry, looked up): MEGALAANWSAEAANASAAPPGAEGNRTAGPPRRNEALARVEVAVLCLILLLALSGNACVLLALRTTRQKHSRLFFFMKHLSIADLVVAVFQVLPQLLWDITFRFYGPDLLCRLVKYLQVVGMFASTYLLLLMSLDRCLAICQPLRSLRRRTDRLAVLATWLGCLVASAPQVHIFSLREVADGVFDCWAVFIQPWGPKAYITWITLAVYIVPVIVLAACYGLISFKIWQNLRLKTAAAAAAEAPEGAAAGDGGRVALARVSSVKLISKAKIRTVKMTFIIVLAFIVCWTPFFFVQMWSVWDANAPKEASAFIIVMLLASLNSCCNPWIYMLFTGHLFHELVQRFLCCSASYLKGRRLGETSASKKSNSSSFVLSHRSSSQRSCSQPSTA
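System: human OTR in CHO cells; Also added: sub-maximal oxytocin, roughly EC15; Timing: compound 6 min at room temperature before oxytocin, 100 s read; Technique: Fluo-8 intracellular calcium fluorescence, ex 470-495, em 515-575 nm; Controls: oxytocin EC15 low and EC100 high; Replication: singlicate.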
CHO-K1 Ca PAM = M1 PAM counterscreen hit in parental CHO-K1 cells. ATP EC20, Fluo-8 calcium fluorescence; 0% at ATP EC20, 100% at ATP max. activation, % at 3 µM. 360,000 tested, 0.02% active;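 active = activation above the run cutoff, the mean activation of all test compounds plus 3 SD, cut at about 40% in these data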;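 note: peak over basal fluorescence ratio in a 140 s read after ATP addition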
TAAR1 ag = human TAAR1 agonism | Q96RJ0 | CHO RD-HGA16 TAAR1, Fluo-8 calcium fluorescence; vehicle wells 0%, saturating PEA agonist 100% | activation, % at 3 µM | 360,000 tested, 0.99% active | AID 624467;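 active = activation above the mean activation of all test compounds in the run plus 3 SD, cut at about 38% in these data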
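System: CHO-derived RD-HGA16 cells with stable Gα16 and human TAAR1 / Times: 17-24 h plating, Fluo-8 75 min 37 °C, 30 min RT / Technique: calcium-sensitive Fluo-8 signal, excitation 470-495, emission 515-575 nm / Measure: % activation relative to PEA EC100 response / Benchmarks: DMSO and PEA EC100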
CHO-K1 Ca antag = nonselective inhibitor or artifact in parental CHO-K1 cells; inhibition, % at 3 µM; ATP-induced calcium, Fluo-8 fluorescence; AID 602250; 360,000 tested, 0.6% active;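 active = inhibition above a per-plate cutoff, the plate's mean sample inhibition plus 3 SD, cut at about 24% in these data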;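 note: 0% = DMSO plus EC80 ATP and 100% = DMSO alone without ATP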
CHRM1 agonist = activates human CHRM1 receptor. P11229. CHO-K1 hM1, Fluo-8 calcium fluorescence, agonist mode; 0% DMSO, 100% acetylcholine EC100. activation, % at 3 µM. 360,000 tested, 0.33% active;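 active = activation above the run's mean compound activation plus 3 SD, cut at about 16% in these data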;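 note: peak over basal fluorescence ratio within a 140 s kinetic read after compound addition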
Active calls of the source: *; nt = no result given; & = joins results of further samples.

SMILES	CHO parental Ca	M1 antag	CHO-K1 Ca ag	TAAR1 antagonist	OXTR potentiate	CHO-K1 Ca PAM	TAAR1 ag	CHO-K1 Ca antag	CHRM1 agonist
[N-]=C=C1C(=S)NC(=O)[C@H]([n+]2ccccc2)[C@H]1c1ccc(Cl)cc1	-16	4	0.1	-11	-2	2	2	-2	-5
O=C(CCN1C(=O)COc2ccccc21)NCCCN1CCN(c2ccccc2F)CC1	-28	-4	-0.2	-8	3	6	1	-22	-15
CCOC(=O)C1=C(C)NC(C)=C(C(=O)OCC)C1C(=O)OCC(=O)N1c2ccccc2CC1C (stereo not drawn)	-27	-5&3	-0.8&0.3	-1&-9	-7	5&-6	1&9	-11&-9	-4&-5
COc1ccc(-c2[nH]ncc2CNC(C)c2ccccc2Cl)cc1F (stereo not drawn)	-13	4	0.8	-10	-19	-15	3	12	-3
Cc1ccc(NC(=S)C2=C(O)c3sccc3N(C)S2(=O)=O)cc1	-10	-30	0.0	2	-1	14	10	-6	0
c1ccc(CNC2=NCCC2)nc1	11	-6	0.1	-19	-9	-7	4	2	-1
Nc1cccc(NC(=O)c2cccs2)c1	-8	-1	0.1	3	-8	19	10	-17	-3
COc1cccc(/C=C/C(=O)Nc2ccc(N3CCOCC3)cc2)c1OC	-17	-34	1.5	-1	-4	12	3	-17	-1
CCC(=O)c1ccc(OC)c(OC)c1OCc1ccccc1	nt	-17	-0.7	-11	nt	19	1	-24	-7
O=C(c1ccccc1NS(=O)(=O)c1ccc(F)cc1)N1CCOCC1	-10	15	-0.2	1	4	-15	0	10	-1
CC1CCc2[nH]c3ccc(C(=O)N(C)CC(=O)Nc4cccc(F)c4)cc3c2C1 (stereo not drawn)	10	-4	2.3	-8	-14	-9	5	0	1
COC(=O)c1cccc(NC(=O)CC2C(=O)NCCN2C(=O)Nc2cc(C)cc(C)c2)c1 (stereo not drawn)	-6	-13	1.2	-15	-11	-2	4	4	1
Cc1cc(S(=O)(=O)NC(C)c2nnc3ccccn23)ccc1Br (stereo not drawn)	-7	13	0.1	-11	-2	1	1	9	-2
Cc1ccc(NC(=O)Cn2c(=O)c3cccn3c3ccccc32)c(Cl)c1	-7	-5	-0.1	-5	-12	-4	0	-3	-3
CCN(CC)C(=O)C1=C(C)N(Cc2ccc(F)cc2)C(=O)C(CC(=O)NCCCN(C)C)C1 (stereo not drawn)	nt	17	-0.1	-2	nt	5	2	8	-5
COc1ccc(N/C(=C2\CCCC2=O)C2CCCCC2)cc1	-11	-1	-0.3	-3	-8	0	14	-10	-3
CCCCn1cnc2c(=S)nc(N)[nH]c21	-7	-6	0.8	-12	-14	15	2	-9	-4
Cc1ccccc1NC(=O)/C(C#N)=C/c1ccc(-c2ccc(Cl)c(C(=O)O)c2)o1	-2	-16	-0.2	13	-6	3	4	-6	-1
O=C(CCc1nnc2ccc(NCc3ccco3)nn12)Nc1cc(F)ccc1F	-7	-9	-0.1	-21	-6	8	3	-16	-2
O=C(O)c1ccc(N2C(=O)CSC2=S)cc1	-11	-7	1.5	-14	-4	2	8	2	-3
Cc1ccccc1NC(=S)N1CCOCC1	-1	-2	-0.2	-9	-4	-12	5	16	-2
CC(Oc1ccc(Br)cc1)C(=O)NCC(c1ccco1)N1CCCCC1 (stereo not drawn)	-8	6	0.9	-13	-6	2	-1	-6	-8
CCCNC(=O)c1ccc(COc2ccc(CCC)cc2OC)o1	-24	6	0.7	-7	-9	-16	-4	-13	-4
N#CCCn1c(O)c(N=NC(=O)CNC(=O)c2cccs2)c2ccccc21	-8	12	0.9	0	0	-2	1	-2	-3
COc1ccc(CN(C)C(=S)Nc2ccc(Cl)cc2Cl)cc1	-12	5	0.3	15	-4	16	1	-2	-2
COc1ccc(Br)cc1/C=C(\C(=O)O)c1ccc(S(=O)(=O)N2CCCC2)s1	-8	-2	5.0	-4	-4	2	4	0	1
NC(=O)c1cc2ccccc2o/c1=N\NC(=O)c1ccc(F)cc1	-20	-1	1.1	15	4	-10	3	16	-5
CCOc1ccc(CCNC(=O)C(CCC(N)=O)NC(=O)OCc2ccccc2)cc1OCC (stereo not drawn)	-28	-11	0.4	-27	-13	17	0	-24	-6
COc1cccc(-c2nc(CS(=O)CC(=O)NCCCOC(C)C)c(C)o2)c1 (stereo not drawn)	-7	-8	0.1	15	-2	10	7	-1	-6
Cc1c(NS(=O)(=O)c2cccc(C(=O)N3CCC(C)CC3)c2)c(=O)n(-c2ccccc2)n1C	-9	-20	0.4	3	-6	7	1	-6	-2
CC(=O)NCc1cn2c(C)csc2n1	-8	-13	0.8	-17	1	31	1	-3	-8
O=C(OCc1nnc(-c2ccc([N+](=O)[O-])cc2)o1)C1CC(=O)N(CCc2ccccc2)C1 (stereo not drawn)	-2	-6	1.1	4	-8	3	-4	-4	-2
O=[N+]([O-])c1cnc(Sc2ccncn2)c([N+](=O)[O-])c1	nt	-14	2.0	5	nt	-1	10	-5	4
Cc1ccc(SCC(=O)N2c3ccccc3Sc3ccccc32)cc1	22	0	0.5	31	-29	17	3	-15	-4
CC(=O)Nc1ccc(NC(=O)COc2cc(O)c3c(c2)OC(C)(C)CC3=O)cc1	-6	-8	1.7	-3	-4	11	2	3	-2
COc1ccc(-c2cc(=O)oc3cc(OC(C)C(=O)O)ccc23)cc1 (stereo not drawn)	4	-6	0.4	-4	1	2	2	3	-3
Cc1ccc(NC(=O)NCc2c(C)nn(C)c2C)cc1Cl	-5	-23	1.3	3	-12	24	1	-18	0
COc1ccc(C(O)P(=O)(O)CCc2ccccc2)cc1 (stereo not drawn)	5	11	-0.2	-12	-8	7	18	5	-3
COc1cccc2c(=O)c3cccc(N)c3[nH]c12	-15	-7	-0.3	-17	2	8	4	-8	-3
COc1ccc(-c2cc(=O)c3c(O)cc(O)cc3o2)cc1	-11	-29	-0.2	6	-9	8	0	-4	-2
COc1ccc(Cc2nnc(NC(=O)c3ccccc3)s2)cc1OC	nt	-18	2.1	-19	nt	20	5	-14	1
O=S(=O)(Cc1ccccc1)NCC1CCCN(Cc2cccc3nonc23)C1 (stereo not drawn)	-6	9	-0.1	-10	-9	-6	5	0	-6
CCCCNC(=O)C1c2ccccc2OCC(=O)N1Cc1ccc2c(c1)OCO2 (stereo not drawn)	nt	nt	3.2	-7	nt	3	4	-15	nt
Cc1cccc(Oc2nc(-c3ccccc3)cc(C)c2S(C)(=O)=O)c1C	-21	3	0.8	5	-5	9	5	-5	-2
O=S(=O)(NCC(c1ccc2c(c1)OCO2)N1CCOCC1)c1ccc(Cl)cc1 (stereo not drawn)	4	-3	1.1	10	-8	-7	1	11	0
CCOc1ccccc1C(=O)Nc1ccsc1C(=O)OC	-15	-7	0.5	-18	5	27	0	-12	-9
CNC(=O)NC(=O)CSc1nc(-c2cccs2)c(C#N)c(=O)[nH]1	nt	-4	-0.3	-3	nt	10	0	-1	-3
Cn1c(SCc2cc(=O)n3cc(Br)ccc3n2)nnc1C1COc2ccccc2O1 (stereo not drawn)	-19	9	2.7	18	-2	13	7	-7	-4
CC1(C(=O)NS(=O)(=O)c2ccc(Cl)s2)CCN1C(=O)Cc1ccc(-c2ccccc2)cc1 (stereo not drawn)	nt	4	1.9	0	nt	6	-1	9	-4
Clc1ccc(Nc2nc(-c3cccnc3)cs2)cc1	-26	-15	-0.1	4	-2	12	8	-8	-2
COc1ccc(C(CNC(=O)c2ccc3c(c2)OCCO3)N(C)C)cc1 (stereo not drawn)	-4	-3	1.8	0	-1	16	-1	-14	-11
C[C@H]1CN([C@@H](C)CO)C(=O)CCCn2nncc2CO[C@@H]1CN(C)Cc1ccncc1	nt	-8	0.0	2	nt	39	1	-17	-6
COc1ccc(-n2c(-c3ccc(Cl)cc3Cl)n[nH]c2=S)c(OC)c1	nt	-9	0.4	11	nt	5	3	1	-3
O=C(O)C1C2CCC(C2)C1C(=O)NCCc1cccc(Cl)c1 (stereo not drawn)	-13	1	0.2	86*	-7	0	76*	-5	-4
COc1ccc(-n2c(=O)[nH]cc(C(=O)Nc3ccc4c(c3)OCCO4)c2=O)cc1OC	-2	5	-0.3	-15	1	-17	0	1	-1
COc1c([N+](=O)[O-])c(=O)oc2ccccc12	3	-4	1.4	8	-1	17	0	-8	-4
COc1ccc2c(-c3ccccc3)cc(=S)[nH]c2c1	-13	-5	0.4	-3	-5	-16	2	-8	-1
CC1CN(CCOCCSc2ccccc2)CC(C)O1 (stereo not drawn)	-5	-1	-0.1	-1	-1	-12	4	13	-9
Nc1nncn1C(=O)c1ccccc1Cl	-5	-8	0.5	-15	-3	8	7	-9	-2
C=C(C)CSc1nc2nc(C)cc(C)n2n1	4	-8	0.9	-9	-14	21	15	-21	-4
Other compounds.
SMILES	CHO parental Ca	M1 antag	CHO-K1 Ca ag	TAAR1 antagonist	OXTR potentiate	CHO-K1 Ca PAM	TAAR1 ag	CHO-K1 Ca antag	CHRM1 agonist
C/C(=N\NC(=O)COc1ccc([N+](=O)[O-])cc1)c1ccco1	-1	2	0.0	4	-5	3	0	-1	-5
C#CCNc1cc(-c2ccccc2)nc2ncnn12	-1	0	-0.1	-6	4	-2	3	-6	-4
O=C(c1ccc(CN2CCOCC2)cc1)N1CCN(Cc2ccccc2)CC1	0	-5	0.3	10	-14	14	11	-25	-3
CCCS(=O)(=O)NC(=O)C1(C)CCN(C(=O)c2ccc(C(=O)OC)cc2)C1 (stereo not drawn)	nt	3	-0.1	-1	nt	-7	0	12	-1
Cc1cc(C(=O)NP(=O)(N2CCOCC2)N2CCOCC2)c(C)n1-c1ccc(Br)cc1	-4	-1	0.5	6	-3	24	-1	-3	-10
CC(=O)N1CCN(c2ccc(NC(=O)c3cccc(F)c3)cc2)CC1	nt	-17	0.7	-15	nt	17	3	-10	-1
Cc1cc(C)n(-c2c(F)c(F)c(CN3CCOCC3)c(F)c2F)n1	6	1	0.7	4	-20	-2	6	3	1
COc1ccc(-n2nc(C(=O)N(C)C3CCCCC3)c3ccccc3c2=O)c(OC)c1	-17	-21	-0.3	-25	-5	13	-1	-15	-1

Looked up above:
Cc1cc(C)n(-c2c(F)c(F)c(CN3CCOCC3)c(F)c2F)n1 | CHO-K1 Ca antag: 3
CC(=O)N1CCN(c2ccc(NC(=O)c3cccc(F)c3)cc2)CC1 | TAAR1 antagonist: -15
